# phage Ecoli inh: growth loss of phage-infected E. coli, primary screen, RecBCD inhibitor project, absorbance, with phage, HTS. 360,000 compounds, 0.26% hits. inhibition, % at 11.9 µM; in the data active = inhibition above about 11%
# DSG3 Ab inh: inhibitors of pemphigus antibody binding to DSG3, primary screen, biochemical, bead-based, flow cytometry, scFv-GFP; AID 588358, 2011; DSG3-coupled beads, scFv-anti-DSG3-GFP binding; hits give low values; binding (percent of control), % at 10 µM; 310,000 compounds, 0.48% hits;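 active = binding more than 3 SD below its plate's average and above zero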;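 also: hits lower antibody fragment binding to DSG3; some compounds called inactive have numbers as strong as hits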
# Mot1-301 SUMO: yeast Mot1-301 growth rescue at high temperature, primary screen, SUMOylation pathway inhibitor project, S. cerevisiae, ATP luminescence, 38.5C | S. cerevisiae Mot1-301 growth rescue; percent above DMSO median, 100 means doubled | growth rescue, % at 18.8 µM | 320,000 compounds, 1% hits;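 active = every valid replicate shows activation above 250% relative to neutral control wells; inactive = the rest, any valid replicate at or below 250%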;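 also: OY570 slx delta 5 strain wells were the positive control but not used for scaling; some compounds called inactive have numbers as strong as hits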
# E coli growth: E. coli V3065 growth inhibition, primary screen, counter-screen for AddAB inhibitor project, absorbance, OD600 | 330,000 compounds, 0.27% hits | 18 h | inhibition, % at 11.9 µM | AID 449728, 2010;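 active = inhibition above the campaign's mean inhibition across all tested compounds plus 3 SD, cut at about 9.9% in these data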;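 also: uninfected addAB+ strain grown without phage in ampicillin broth; 0% = DMSO wells and 100% = ciprofloxacin 0.95 µg/ml wells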
# AddAB inh: growth inhibition of E. coli expressing H. pylori AddAB, primary screen, AddAB inhibitor project, absorbance; 330,000 compounds, 0.29% hits; inhibition, % at 11.9 µM; in the data active = inhibition above about 12%;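 also: 0% = vehicle wells of infected cells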
# MOR-DOR inv ag: inverse agonists of MOR-DOR heterodimerization, primary screen, cell-based, luminescence. Mu-type opioid receptor (Homo sapiens) + Delta-type opioid receptor (Homo sapiens), …. cell-based MOR-DOR heterodimer luminescence, inverse agonism. inhibition, % at 9.3 µM. 340,000 compounds, 0.21% hits. AID 504357, 2011; in the data active = inhibition above about 22%, passing the limit was not always enough;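 also: 0% = cells with DMSO and 100% = wells without cells with DMSO; values of inactives mirror those of a sister screen read the other way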
# Target sequence (P35372 whole entry, looked up): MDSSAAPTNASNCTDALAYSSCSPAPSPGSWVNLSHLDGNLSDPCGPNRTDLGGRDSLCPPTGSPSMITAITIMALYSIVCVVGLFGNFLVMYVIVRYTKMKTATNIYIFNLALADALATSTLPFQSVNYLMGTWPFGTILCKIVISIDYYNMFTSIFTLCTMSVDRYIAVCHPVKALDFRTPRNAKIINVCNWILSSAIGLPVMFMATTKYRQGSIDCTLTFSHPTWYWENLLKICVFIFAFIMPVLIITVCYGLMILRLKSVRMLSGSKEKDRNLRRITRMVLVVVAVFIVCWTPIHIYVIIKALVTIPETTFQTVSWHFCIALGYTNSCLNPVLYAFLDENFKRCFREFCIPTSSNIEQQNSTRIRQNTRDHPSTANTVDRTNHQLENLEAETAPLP
# Target sequence (P41143 whole entry, looked up): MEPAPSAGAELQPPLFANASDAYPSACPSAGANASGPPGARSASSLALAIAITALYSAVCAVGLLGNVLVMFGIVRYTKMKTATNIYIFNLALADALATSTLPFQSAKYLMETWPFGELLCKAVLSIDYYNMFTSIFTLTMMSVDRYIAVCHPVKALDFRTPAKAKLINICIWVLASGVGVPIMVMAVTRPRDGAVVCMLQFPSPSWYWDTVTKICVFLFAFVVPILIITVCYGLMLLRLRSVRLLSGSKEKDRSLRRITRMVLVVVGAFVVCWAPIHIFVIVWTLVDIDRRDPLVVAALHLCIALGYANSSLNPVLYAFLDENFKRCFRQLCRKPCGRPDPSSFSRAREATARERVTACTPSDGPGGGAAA
# PfHsp90 set2: growth inhibition of PfHsp90-expressing yeast, primary screen, antimalarial PfHsp90 inhibitor project, S. cerevisiae, BacTiter-Glo luminescence, single point, set 2. BacTiter-Glo ATP, 48 h; yeast lacking PDR1 and PDR3 efflux regulators. 310,000 compounds, 0.32% hits. inhibition, % at 9.4 µM;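 active = every replicate shows inhibition above about 80%, whatever the replicate mean, limit read from the data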;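 also: 0% = DMSO neutral controls and 100% = 20 µM radicicol positive controls; yeast relying on Plasmodium falciparum Hsp90 in place of its own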
# Tat transport: E. coli Tat export inhibitors, primary screen, MC4100, TorA-mCherry reporter, fluorescence, single point; inhibition, % at 10 µM; 340,000 compounds, 0.036% hits; AID 488895, 2010;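 active = mean replicate inhibition at least 50% and at least half of replicates individually reaching 50%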;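 also: exported cargo escapes ClpAP degradation while cytoplasmic cargo is degraded and loses fluorescence; 0% = median of neutral control wells and 100% = median of NaSCN control wells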
# MOR-DOR ag: agonists of OPRM1-OPRD1 heterodimerization, primary screen, cell-based, luminescence. cells. AID 504326, 2011. 340,000 compounds, 0.3% hits. activation, % at 9.3 µM. Mu-type opioid receptor (Homo sapiens) + Delta-type opioid receptor (Homo sapiens), …; in the data active = activation above about 18%;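 also: 0% = vehicle-treated cells and 100% = reference agonist; values of inactives mirror those of a sister screen read the other way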
# Arrestin-AP2 inh: inhibitors of beta-arrestin/AP2 binding, primary screen, biochemical, GPCR trafficking, flow cytometry | AID 504490, 2011 | beta-arrestin 1 C-terminal peptide binding to AP2 beta2-adaptin appendage (human) | 340,000 compounds, 0.31% hits | inhibition, % at 10 µM | FITC-arrestin peptide / GST-AP2 beads; AP2 beta2 appendage carries R879A mutation;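 active = inhibition above a set limit, near 3 SD of compounds lacking own fluorescence, cut at about 54% in these data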;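 also: plate controls were DMSO wells for no effect and 5 µM unlabelled arrestin peptide for full effect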
#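 system = GST-tagged AP2 beta2-adaptin appendage (R879A) on 4 µm glutathione beads | reagent = FITC-labelled arrestin peptide probe, 50 nM final | schedule = compound with beads 12 min RT, then probe 1 h RT | signal = HyperCyt-sampled flow cytometry, FL1 channel, ex 488/em 535 nm | read-out = percent response from loss of bead-bound FITC fluorescence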
# PKA-R1A activ: activators of PKA-R1A holoenzyme, primary screen, biochemical, fluorescence polarization, Cy5-IP20, bovine R1A, mouse PKAc | activation, % at 11.4 µM | 340,000 compounds, 0.083% hits | PKA-R1A dissociation; scaled: DMSO 0%, 113 µM cGMP 100% | cAMP-dependent protein kinase type I-alpha regulatory subunit (Bos taurus) + … | AID 504707, 2011;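 active = percent activation above the mean of all tested compounds plus 3 SD, cut at about 19% in these data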;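 also: higher means more PKAc released from R1A so a rise in polarization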
# An asterisk follows results filed as active; . = not tested or not shown.
SMILES,phage Ecoli inh,DSG3 Ab inh,Mot1-301 SUMO,E coli growth,AddAB inh,MOR-DOR inv ag,PfHsp90 set2,Tat transport,MOR-DOR ag,Arrestin-AP2 inh,PKA-R1A activ
O=C(O)c1ccc(S(=O)(=O)NC2CCCCCC2)cc1,1.1,110,-1,-0.2,0.8,10,-35,-10,-1.9,-13,1
CCN(C(=O)CSc1nnc(-c2ccco2)n1C)c1c(N)n(Cc2ccccc2)c(=O)[nH]c1=O,6.9,104,7,0.0,-0.4,13,-2,-9,-3.3,-10,10
Cc1ccc(NC(=O)CN(C)C(=O)CNC(=O)c2ccc3c(c2)OCO3)cc1,1.5,104,-12,1.1,5.8,8,.,-6,-1.6,-2,-8
COc1ccc(C(=O)COC(=O)CNC(=O)c2ccc(Cl)cc2Cl)c(OC)c1,1.0,102,7,-0.7,-1.0,17,-7,2,-3.3,-3,-3
COc1cc(CNc2ccc(O)cc2)cc(Br)c1OCc1ccccc1F,.,103,25,-0.7,2.4,-145,-3,-9,28*,19,6
Cc1ccc(C2N(c3ccccc3)C(=O)N3CCCN23)cc1 (stereo unspecified),2.6,106,-10,-4.2,-0.6,2,-19,-3,-0.2,-7,-5
CCCN1C(=O)C(NC(C)=O)c2ccccc21 (stereo unspecified),-0.4,103,-6,0.5,0.8,18,.,-3,-3.4,1,5
NS(=O)(=O)c1ccc(CCNC(=O)C2CCC(CNS(=O)(=O)c3ccc(Br)s3)CC2)cc1 (stereo unspecified),4.3,70,0,0.4,1.3,16,-97,-2,-3.2,35,-2
COc1cccc(NC(=O)c2ccccc2-c2ccccc2)c1,4.9,101,-1,-2.8,-0.5,12,19,-10,-2.5,-7,0
CCN(C(=O)COC(=O)c1cc(NS(=O)(=O)c2ccc(Cl)c([N+](=O)[O-])c2)ccc1O)C1CCCCC1,5.3,95,-4,0.1,2.2,-32,7,2,6.0,-6,0

# Whole records as entered above:
# Results for NS(=O)(=O)c1ccc(CCNC(=O)C2CCC(CNS(=O)(=O)c3ccc(Br)s3)CC2)cc1 (stereo unspecified) = phage Ecoli inh = 4.3; DSG3 Ab inh = 70; Mot1-301 SUMO = 0; E coli growth = 0.4; AddAB inh = 1.3; MOR-DOR inv ag = 16; PfHsp90 set2 = -97; Tat transport = -2; MOR-DOR ag = -3.2; Arrestin-AP2 inh = 35; PKA-R1A activ = -2
# Results for O=C(O)c1ccc(S(=O)(=O)NC2CCCCCC2)cc1 = phage Ecoli inh = 1.1; DSG3 Ab inh = 110; Mot1-301 SUMO = -1; E coli growth = -0.2; AddAB inh = 0.8; MOR-DOR inv ag = 10; PfHsp90 set2 = -35; Tat transport = -10; MOR-DOR ag = -1.9; Arrestin-AP2 inh = -13; PKA-R1A activ = 1

# New compounds follow
SMILES,phage Ecoli inh,DSG3 Ab inh,Mot1-301 SUMO,E coli growth,AddAB inh,MOR-DOR inv ag,PfHsp90 set2,Tat transport,MOR-DOR ag,Arrestin-AP2 inh,PKA-R1A activ
O=C(c1cccnc1)n1nc(NCc2ccccc2)nc1NCc1ccccc1,1.1,99,2,-0.1,-1.8,-9,-48,4,1.9,-10,-7
CC(N=C1NS(=O)(=O)c2ccccc21)C(=O)NCc1ccc2c(c1)OCO2 (stereo unspecified),1.0,106,18,-0.5,2.8,14,-5,-8,-2.3,1,-1
C=CCOc1c(Cl)cc(/C=N/O)cc1OC,1.6,91,0,0.7,2.0,5,-8,2,-0.9,-1,-4
CC1=C(C(=O)Nc2ccccc2F)C(c2ccsc2)C2=C(CC(C)(C)CC2=O)N1 (stereo unspecified),3.2,91,5,0.2,0.0,14,2,-4,-2.2,20,-4
O=C(NCc1ccc(Cl)cc1)c1cc(-c2cccs2)on1,1.9,99,9,-1.8,-0.8,-16,11,1,3.0,2,1
CCCN(CC(=O)Nc1ccc(F)c(F)c1F)C(=O)CN1C(=O)NC2(CCCCC2)C1=O,0.7,99,.,.,.,7,-2,-10,-1.8,-17,-17
Cc1cc(C)nc(N2CCCC(C(=O)Nc3cc(F)ccc3C)C2)n1 (stereo unspecified),0.9,122,-5,1.4,0.9,-10,.,-1,1.7,-3,1
CC(C)OP(=O)(c1ccc(N(C)C)cc1)C(O)c1cccnc1 (stereo unspecified),2.2,.,-11,-1.8,5.5,8,-22,6,-1.6,15,-4
CCCOc1ccc2c3c(c(=O)oc2c1)CCCC3,1.6,.,-13,0.0,3.2,-3,3,1,0.8,-5,-8
Cc1ccc(-c2c(C#N)c(N)nc3c2CCCC3)s1,1.1,100,-4,-1.6,-0.2,9,-2,-3,-1.7,22,-6
O=C(Cn1cnc2ccccc21)Nc1cccc(S(=O)(=O)N2CCCC2)c1,.,.,-10,2.1,2.4,.,-13,-3,.,40,-4
Cc1nn(C(C)C(=O)NCc2ccc(Cl)cc2)c(=O)c2cc3occc3n12 (stereo unspecified),1.4,105,0,-2.1,3.8,18,2,-9,-3.5,38,3
COc1cc2c(c(OC)c1OC)C(c1ccccc1C)CC(=O)O2 (stereo unspecified),2.8,97,.,-0.9,-1.2,8,5,8,-1.7,-16,-3
COc1ccc(OC)c(S(=O)(=O)Nc2c(C)nn(C)c2C)c1,3.0,98,0,0.3,-1.8,12,0,3,-3.2,-10,7
NC(=O)CSc1nnc(-c2cnccn2)n1Cc1ccco1,3.3,101,-1,-3.6,-1.5,.,.,.,.,-2,.
Cc1c(S(=O)(=O)N2CCN(c3cccc(C(F)(F)F)c3)CC2)c(=O)n(C)c(=O)n1C,3.6,87,-7,0.3,-0.2,19,-13,-9,-3.5,-5,2
COC(=O)c1ccc(COc2ccc(Cl)cc2)o1,3.7,106,15,-0.3,0.5,9,-31,-3,-1.9,28,-5
CCOc1ccc(CN(C)CC(=O)Nc2ccccc2C(=O)NC2CC2)cc1,1.6,106,.,.,.,-5,39,-6,1.0,1,-2
COC(=O)c1sccc1NC(=O)Nc1cccc(Cl)c1Cl,2.0,105,-2,2.4,1.6,-18,10,-1,3.3,11,-13
Cc1nc2ccccc2cc1OCc1ccccc1,3.0,109,-10,-4.8,-0.8,-38,9,8,7.8,-8,-6

# Reformatted field by field: entries from further up.
COC(=O)c1ccc(COc2ccc(Cl)cc2)o1
  phage Ecoli inh = 3.7; DSG3 Ab inh = 106; Mot1-301 SUMO = 15; E coli growth = -0.3; AddAB inh = 0.5; MOR-DOR inv ag = 9; PfHsp90 set2 = -31; Tat transport = -3; MOR-DOR ag = -1.9; Arrestin-AP2 inh = 28; PKA-R1A activ = -5

CCOc1ccc(CN(C)CC(=O)Nc2ccccc2C(=O)NC2CC2)cc1
  phage Ecoli inh = 1.6; DSG3 Ab inh = 106; Mot1-301 SUMO = .; E coli growth = .; AddAB inh = .; MOR-DOR inv ag = -5; PfHsp90 set2 = 39; Tat transport = -6; MOR-DOR ag = 1.0; Arrestin-AP2 inh = 1; PKA-R1A activ = -2

# More compounds
SMILES,phage Ecoli inh,DSG3 Ab inh,Mot1-301 SUMO,E coli growth,AddAB inh,MOR-DOR inv ag,PfHsp90 set2,Tat transport,MOR-DOR ag,Arrestin-AP2 inh,PKA-R1A activ
O=C(c1cccs1)N1CCN=C1SCc1ccc(F)cc1,-0.2,105,-7,-3.0,0.3,10,-56,1,-2.0,-11,-8
CCC(Cc1ccccc1)NC(=O)C1CCC(CNc2c(N3CCCC3)c(=O)c2=O)CC1 (stereo unspecified),2.5,102,-9,-2.9,-1.6,-33,-6,-1,5.6,25,-5
CCCCn1c(N)c(N(CCOC)C(=O)COC(=O)COc2c(C)cccc2C)c(=O)[nH]c1=O,1.6,102,1,3.1,-2.2,6,-4,1,-0.8,-14,-8
CCCNC(=O)COC(=O)CCC(=O)c1cccs1,2.8,86,422*,-1.7,3.8,18,16,0,-3.7,10,0
C/C(=C1/SC(N2CCOCC2)=NC1=O)c1ccc(Br)cc1,2.8,.,5,0.5,1.6,15,-9,-2,-3.6,23,8
O=C(COC(=O)/C=C/c1ccc(Br)o1)Nc1ccc2[nH]c(=O)[nH]c2c1,3.2,57*,-4,0.6,4.2,14,-48,-3,-2.6,1,1
O=C(NN1C(=O)CSC1=S)C(=O)NN1C(=O)CSC1=S,13*,101,-22,12*,12*,0,0,-7,0.0,26,0
Cc1ccc2nc(SCC(=O)N3c4ccccc4CC3C)c(C)cc2c1 (stereo unspecified),2.4,.,19,-1.0,-0.2,15,-15,5,-3.5,-4,-13
CC(NC(=O)c1ccco1)C(=O)NC(C)c1cc(F)c(Cl)cc1Cl (stereo unspecified),3.4,104,253,-3.0,2.1,15,12,-2,-2.9,20,1
COc1ccc(OC)c(NC(=O)N[C@H](Cc2ccccc2)C(=O)NN)c1,1.2,106,1,-1.8,1.4,7,6,6,-1.3,9,7
CC(C)(C)OC(=O)N1CCC(C(=O)Nc2cccc(C(=O)NCCCCc3ccccc3)c2)CC1,0.7,100,.,.,.,7,-7,3,-1.6,-7,-4
CC(C)N(Cc1nc(-c2ccccc2)no1)C(=O)C(C)(C)C,2.3,99,14,0.5,2.4,12,13,-2,-2.8,-14,7
CCN(CC)S(=O)(=O)c1cc(NC(=O)C2CCN(c3ncnc4sc(C)c(C)c34)CC2)ccc1Cl,2.8,95,-12,-0.1,2.6,-17,.,5,2.6,-20,0
COc1ccc2[nH]c(=O)c(CNc3ccc(C)c(C)c3)cc2c1,1.1,116,7,1.8,-0.1,-24,-33,-3,4.1,8,8
O=C(CCN1CCCCC1)NCNC(=O)CCN1CCCCC1,0.1,.,93,0.5,0.8,11,11,-1,-1.7,28,-7
CC(=O)Nc1ccccc1OCc1nnc(-c2cccs2)o1,2.5,99,-10,2.5,0.2,7,-19,-8,-1.2,25,-4
O=C(C1CCCN(c2ncnc3c2nc2n3CCCCC2)C1)N1CCN(c2ccc(Cl)cc2)CC1 (stereo unspecified),0.3,97,-4,-0.4,1.7,4,-14,9,-0.8,4,-21
c1ccc(C[C@H]2CN=C(Nc3ccccc3)N2CCCC2CCCCC2)cc1,-1.4,106,15,2.3,2.7,-8,2,1,1.3,-8,-7
CCN(CC)CC(C)OC(=O)c1ccccc1Cl (stereo unspecified),3.0,103,-5,0.0,3.1,-11,-4,-1,2.3,11,-5

# Source: PubChem BioAssay (several laboratories)

# Compounds as they come. Share with any hit: about 2.8%.
